FLuc counter = firefly luciferase modulation, counter-screen for miR-21 project. hit rate 6.9% among 360,000. purified FLuc, Km substrates, luminescence inhibition. Potency, µM (top dose mostly 57.5 µM), inactives show top-dose activity change, negative = inhibition, actives largely listed as inhibitors. P08659;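 also: plate controls were vehicle for no effect and reference inhibitor for full effect; nearly all actives have a fitted effect of over 55% in size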
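Purified P. pyralis luciferase (10nM final) with 10uM D-luciferin and 10uM ATP (Km levels) in 50mM Tris acetate pH 7.5, 10mM Mg acetate, 0.01% Tween-20, 0.05% BSA; qHTS 6-point titration, ~60 µM downward; luminescence read.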
ELG1 genotoxic = inducers of genotoxicity in HEK293T ELG1-luciferase cells | AID 504466 | HEK293T ELG1-luciferase reporter, luminescence, 16 h | Potency, µM (highest dose often 46 µM), for the others: at the top dose activity change, positive = activation, actives largely listed as activators | hit rate 1.3% among 330,000; also: % of control where 0% means no effect; nearly all actives have a fitted effect of over 60% in size
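Reporter readout depends on ELG1 protein level, which increases with genetic stress. After 16 hr compound exposure at 37 °C, luciferase activity was quantified using ONE-Glo.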
VP16 counter = inhibits Gal4-VP16 luciferase reporter, ROR gamma counter-screen. Drosophila S2 Gal4-VP16 UAS-luciferase, luminescence, 20 h. hit rate 3.5% among 310,000. Potency, µM (series often up to 53.6 µM), inactives show top-dose activity, negative = inhibition, hits mostly inhibitors;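 also: Gal4-VP16 expression switched on by copper sulfate through the metallothionein promoter; % is scaled to controls: 0 for no effect and ±100 for the full control effect; nearly all actives have a fitted effect of over 50% in size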
BRCA1 expr up = increases BRCA1 expression; Potency, µM (doses to about 46.1 µM), for the others: at the top dose activation, most hits filed as activators; hit rate 1.1% among 380,000; MCF7-BRCA1-FFLuc reporter, luminescence, 48 h; response scale: scaled: vehicle 0%, 10 µM genistein 100%; AID 624202; also: nearly all actives have a fitted effect of over 80% in size; some results filed as inactive show a strong effect at the top dose
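48 h compound treatment of MCF7-BRCA1-FFLuc cells (phenol-red free MEM, 37 °C), then 15 min with luciferase substrate and luminescence imaging.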
RORg inh = ROR gamma (mouse) transcription inhibition | hit rate 5.4% among 310,000 | Potency, µM (highest dose often 53.6 µM), for the others: top-dose activity change, negative = inhibition, usual class: inhibitors | AID 2551 | P51450 | Drosophila S2 Gal4-RORgamma UAS-luciferase reporter, 20 h; also: % is scaled to controls: 0 for no effect and ±100 for the full control effect; nearly all actives have a fitted effect of over 60% in size
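Stable Schneider cell line, Gal4 DNA-binding domain fused to ROR gamma, UAS-luciferase. Cmpd 1 hr RT → CuSO4 700 uM final → 20 hr RT → luciferase reagent 10 min → luminescence.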
Rab9 prom act = Rab9 promoter activation; Potency, µM (top dose mostly 9.22 µM), without a hit: at the top dose activation, negative = inhibition, usual class: activators; AID 485297; Huh7 Rab9 promoter-luciferase reporter, luminescence, 24 h; hit rate 2.8% among 320,000; also: % of control where 0% means no effect; nearly all actives have a fitted effect of over 60% in size
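Luciferase signal after 10 min detection reagent at ambient indicates Rab9 promoter upregulation; stably transfected Huh7 cells were treated 24 h with compound in DMSO at 37 °C, 5% CO2.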
MLL CXXC-DNA inh = MLL CXXC-DNA interaction inhibition; MLL-CXXC / FITC-HOXA9 DNA fluorescence polarization; hit rate 0.037% among 290,000; Potency, µM (highest dose often 115 µM), for inactives: at the top dose activity change, negative = inhibition, actives largely listed as inhibitors; Q03164; active = well fitted inhibition curve with a large enough effect in the polarisation, with a control signal flat, not every such curve was filed as active; inconclusive = small, poorly fitted or top-dose-only effect, or effect the other way, or a change in a side signal; inactive = no such curve, though single readings can be large or run the other way; the % refers to the polarisation
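Purified MLL-CXXC (added from a 7 uM solution) was preincubated 5 min at ambient with pinned compounds in 50 mM Tris-HCl pH 7.5, 50 mM NaCl, 1 mM DTT, 0.05% BSA. Fluorescein-labeled HOX-A9 DNA (50 nM solution) followed, 30 min, then polarization read.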
NPC1 prom act = NPC1 promoter activation. AID 485313. Potency, µM (titrated, usually from 9.22 µM), for inactives: top-dose activation, hits mostly activators. hit rate 2.4% among 320,000. Huh7 NPC1 promoter luciferase reporter, 24 h;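 also: % of control where 0% means no effect; nearly all actives have a fitted effect of over 60% in size; reporter is driven by a mutant NPC1 promoter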
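Huh7 cells stably carrying NPC1 promoter–luciferase, plated in Opti-MEM with 10% FBS for 2 h, were exposed to compound in DMSO for 24 h at 37 °C; luciferase reagent was added for 10 min and luminescence read.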
MBNL1 CUG block = inhibitors of human MBNL1 binding to CUG repeat RNA | Q9NR56 | TR-FRET MBNL1-His/biotin-(CUG)12 binding, 665/545 ratio | Potency, µM (highest dose often 57.5 µM), for inactives: at the top dose activity change, negative = inhibition, most hits filed as inhibitors | hit rate 0.036% among 280,000; active = well fitted inhibition curve with a large enough effect in the signal ratio, with a control signal flat, not every such curve was filed as active; inconclusive = small, poorly fitted or top-dose-only effect, or effect the other way, or a change in a side signal; inactive = no such curve, though single readings can be large or run the other way; the % refers to the signal ratio; also: % is scaled to controls: 0 for no effect and ±100 for the full control effect
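MBNL1-His + Biotin-(CUG)12, cpd titration 92 nM–58 uM; Tb anti-His Ab 0.055 ng/ul, SA-XL665 5 nM (final); 60 min RT; ratiometric 665/545 nm, Ex 340 nm; normalized to buffer and full-complex controls.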
p53 reactivator = restores transcriptional activity of mutant p53. hit rate 0.063% among 320,000. Potency, µM (series often up to 92.2 µM), for the others: at the highest dose activity change, positive = activation, actives largely listed as activators. H1299 p53-A138V BP100-luciferase reporter, luminescence, 24 h; also: % of control where 0% means no effect; nearly all actives have a fitted effect of over 45% in size
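H1299 (p53-null), stable ts p53-A138V + BP100-Luc; 1000 cells/well, Opti-MEM/10% FBS; cpd 4 pt, 1:5; 24 h, 37 deg C, 5% CO2; detection reagent 10 min RT; luminescence.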
uPA generation = inhibitors of cell surface uPA generation. hit rate 0.31% among 330,000. Potency, µM (titrated, usually from 38.3 µM), without a hit: at the top dose activity change, negative = inhibition, actives largely listed as inhibitors. AID 540303. cell surface uPA generation assay, qHTS; active = well fitted inhibition curve with a large enough effect; inconclusive = small, poorly fitted or top-dose-only effect; inactive = no such curve, though single readings can be large or run the other way; tested in mouse RAW 264.7 cells; also: % is scaled to controls: 0 for no effect and ±100 for the full control effect; nearly all actives have a fitted effect of over 55% in size
Active calls of the source: *; u = inconclusive; x = not tested or not shown; & = joins results of further samples; [ ] = dose if it differs, or a comment. Unless noted, calls follow the shape of the dose curve; as a rule, active = well fitted curve in the direction sought with a large enough effect; inconclusive = small, poorly fitted or top-dose-only effect, or another doubt; inactive = no such curve, though single readings can be large; an effect the other way counts as inactive or inconclusive. Potency is read from the fitted curve at half-maximal effect. An excerpt; count on the stated rates, not on these rows.

structure,RORg inh,p53 reactivator,FLuc counter,MLL CXXC-DNA inh,MBNL1 CUG block,uPA generation,ELG1 genotoxic,Rab9 prom act,BRCA1 expr up,NPC1 prom act,VP16 counter
CC1CCN(c2nc3c(=O)[nH]c(N)nc3n2[C@@H]2O[C@H](CO)[C@@H](O)[C@H]2O)CC1,-21%,-1%,-2%,3%,-1%,6%,3%,7%,-1%,-5%,1%
O=C(CN1CCCC1)N1CCCc2ccccc21,-3%,-6%,2%,-5%,-6%,-3%,-1%,-8%,-7%,-4%,-5%
Cc1nc2ccc(S(=O)(=O)N(C)CC(=O)NCCc3ccccc3)cc2s1,8%,-1%,2%,-5%,2%,5%,1%[9.26 µM],11%,7%,-2%,7%
CCOc1ccc(N2C(=O)C3Sc4[nH]c(=O)sc4C(/C=C/c4ccccc4)C3C2=O)cc1 (stereo not drawn),-12%,1%,-1%,4%,u,0%,0%,-2%,-3%,2%,-8%
CCOc1cc(CNCC2CCCO2)cc(Br)c1OCC(N)=O (stereo not drawn),-4%,-7%,2%,-3%,-2%,-5%,-1%,3%,3%,-2%,-8%
COc1cc(NC(=O)CCc2nnc3ccc(N4CCCC4)nn23)cc(OC)c1OC,-5%,2%,2%,-2%,4%,5%,6%,2%,3%,0%,-11%
C[C@H](NC(=O)[C@@H]1CCC(=O)N1Cc1ccco1)c1ccccc1,-16%,-1%,1%,6%,-3%,u,5%,19%,-16%,0%,-9%
CC(C)CNc1nc(NC(C)(C)C)nc(Oc2ccc(=O)[nH]n2)n1,-24%,-2%,-2%,31%[activator],2%,6%,8%,-9%,13%,1%,-6%
COc1ccc(CN(CC2CCC(C(=O)O)CC2)C(=S)Nc2cc(C)cc(C)c2)cc1 (stereo not drawn),u,4%,-10%,-1%,-4%,1%,0%,-4%,9%,0%,-17%
COc1ccc(CC(=O)NNS(=O)(=O)c2ccccc2)cc1OC,-8%,2%,-1%,4%,7%,7%,0%,-2%,-21%,-2%,-14%
O/N=C\c1ccc2noc(-c3ccc(Cl)cc3)c2c1,-13%,-3%,-4%,29%,12%,-6%,-3%,4%,18%,7%,-5%
CCCC(c1nnnn1Cc1cccs1)N1CCN(c2ccc(OC)cc2)CC1 (stereo not drawn),u,-31%[inhibitor],1%,-10%,3%,-1%,-7%,0%,-24%,-6%,6%
Cc1nc2ccc(NC(=O)c3nn(C(C)C)c(=O)c4ccccc34)cc2s1,9%,-3%,u,-2%,2%,1%,3%,-1%,-5%,-1%,2%
CCCOC(=O)c1ccc(OCC(O)CN2C(=O)NC(C)(C)C2=O)cc1 (stereo not drawn),-3%,-5%,-2%,-3%,2%,3%,-1%,2%,18%,0%,0%
CCOc1ccc(C(=O)NCc2ccco2)cc1OC,u,x,2%,15%,-10%,4%,-5%,-1%,-4%,1%,-25%
N#Cc1ccc(NC(=O)COC(=O)C2Cc3ccccc3CN2C(=O)c2ccccc2)cc1 (stereo not drawn),32%,-1%,-1%,5%,x,1%,-8%,-45%[inhibitor],-28%,-36%[inhibitor],-5%
O=C(CSc1nc2ccsc2c(=O)n1-c1ccccc1)N1CCCC1,13%,2%,1%,-1%,-9%,x,3%,-5%,-2%,0%,-2%
O=Cc1ccc(OC(=O)c2cccnc2)cc1,9%,8%,3%,64%[activator],-1%,1%,-3%,1%,-35%,-4%,28%
Cc1ccc(CN2CCN(Cc3nc(C(C)C)cs3)CC2CCO)cc1 (stereo not drawn),7%,-2%,0%,12%,-6%,-4%,-8%,-2%,-17%,-5%,u
O=C(N/N=C/c1coc2ccccc2c1=O)c1cn(-c2ccccc2)nc1-c1ccccc1,35%,-11%,u,1%,1%,-3%,-6%,3%,-8%,0%,1%
Cc1nn(CC(C)C)c(Cl)c1C(=O)N(c1ccc(Cl)cc1F)S(C)(=O)=O,7%,-8%,0%,109%[activator],-8%,-6%,-6%,-1%,-61%,-2%,18%
COc1cccc(CN(C)C(=O)Nc2cccc(C(F)(F)F)c2)c1OC,u,1%,4%,1%,-4%,4%,0%,0%,25%,-1%,-16%
O=S(=O)(c1cccc(S(=O)(=O)N2CCN(c3ncccn3)CC2)c1)N1CCOCC1,33%,-1%,-1%,0%,-11%,-2%,1%,-1%,0%,-3%,-3%
COc1ccc(CN2C(=O)C(CC(C)C)Nc3ncnc(N4CCN(c5ccccc5)CC4)c32)cc1 (stereo not drawn),x,-10%,-1%,x,x,u,-1%,-4%,-1%&-21%,-6%,x
Cc1cc([N+](=O)[O-])ccc1NC1CCCC1,u,1%,u,4%,u,-2%,0%,-2%,-41%,1%,-2%
COc1cc(C(=O)NCc2nnc(SCC(=O)N3CCCCC3)o2)cc(OC)c1OC,-15%,-6%,-1%,11%,-1%,0%,4%,0%,22%,3%,3%
COCCN(CC(=O)NCc1ccccc1)C(=O)CCC(=O)Nc1nccs1,0%,20%,2%,9%,-5%,-3%,-1%,-2%,-20%,0%,2%
Cc1ccc(SC(C)c2nc(-c3ccccc3)no2)cc1 (stereo not drawn),38%,17%,u,-6%,3%,2%,4%,5%,38%,-1%,7%
CCOP(=O)(OCC)C(Nc1cccc(C)c1)c1ccc(F)cc1 (stereo not drawn),5%,-7%,8%,6%,2%,3%,-7%,-1%,-9%,0%,0%
CCCCCN(C(=O)CCC(=O)OCC(=O)N1CCC(C)CC1)c1c(N)n(CCCC)c(=O)[nH]c1=O,x,3%,2%,x,x,6%,12%,0%,-3%,-5%,x
O=C(N/N=C/c1cccc(C(F)(F)F)c1)C1CCN(c2ncc(C(F)(F)F)cc2Cl)CC1,2%,-3%,0%,23%,-9%,0%,2%,0%,2%,-4%,4%
CCO[C@@H]1OC(C(=O)N2CCN(Cc3ccc4c(c3)OCO4)CC2)=C[C@H](c2coc3ccccc3c2=O)[C@H]1CCCO,17%,-5%,-1%,6%,-8%,-5%,-15%,2%,-2%,2%,-3%
CCOC(=O)Cn1c(=NC(=O)C2COc3ccccc3O2)sc2cc(S(N)(=O)=O)ccc21 (stereo not drawn),10%,-8%,6%,0%,-1%,3%,-1%,-3%,-7%,-2%,-12%
O=C(CNC(=O)c1ccc(F)cc1)NCc1ccc(S(=O)(=O)N2CCOCC2)cc1,x,-2%,2%,x,x,2%,0%,2%,-11%,-1%,x
CC1CN(S(=O)(=O)c2ccc(C(=O)Nc3nccs3)cc2)CC(C)O1 (stereo not drawn),-11%,-2%,0%,4%,-1%,10%,-4%,-6%,-4%,-3%,0%
CCOCCCNC(=S)NCCCNc1nc2c(C)cc(C)cc2cc1C#N,-33%,-2%,-4%,-16%,u,-3%,-4%,-9%,34%,-4%,0%
COc1ccc(S(=O)(=O)N(CC(=O)NCc2ccco2)c2ccc(C)cc2)cc1OC,5%,-11%,0%,1%,-9%,-14%,4%,3%,-5%,16%,-11%
COc1cccc(-c2nc3ccccc3c(=O)o2)c1,-6%,u,4.8µM*,-3%,-10%,-2%,u,9%,40%,12%,-2%
COc1cccc(C2N(c3ccccn3)C(=O)C3CCCN32)c1OC (stereo not drawn),3%,2%,4%,3%,0%,0%,3%,-11%,-38%,-7%,-1%
O=C(CSc1nnc(NC2CCCCC2)s1)Nc1ccc(N2CCOCC2)cc1,-10%,6%,13µM*,2%,-6%,-11%,10%,14%,36%,17%,-4%
Cc1ccccc1OCCn1nc(C(=O)O)c2ccccc2c1=O,36%,3%,3%,5%,0%,0%,3%,8%,4%,-2%,0%
O=C(CSc1ncc(-c2ccc(F)cc2)n1Cc1ccco1)Nc1nccs1,-24%,6%,-1%,3%,13%,-9%,1%,9%,-44%,-9%,-5%

High-throughput results from PubChem.
